APJ ag = agonists of human APJ apelin receptor. P35414. CHO-K1 APJ PathHunter beta-arrestin, luminescence; 0% DMSO wells, 100% apelin. activation, % at 20 µM. 0.11% of 330,000 active;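 active means activation more than six SD over the plate average, tested at 20 µM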;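 further: 0% = DMSO alone and 100% = apelin-13 at 10 nM; some results filed as inactive read as strong as hits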
Target sequence (P35414 whole entry, looked up): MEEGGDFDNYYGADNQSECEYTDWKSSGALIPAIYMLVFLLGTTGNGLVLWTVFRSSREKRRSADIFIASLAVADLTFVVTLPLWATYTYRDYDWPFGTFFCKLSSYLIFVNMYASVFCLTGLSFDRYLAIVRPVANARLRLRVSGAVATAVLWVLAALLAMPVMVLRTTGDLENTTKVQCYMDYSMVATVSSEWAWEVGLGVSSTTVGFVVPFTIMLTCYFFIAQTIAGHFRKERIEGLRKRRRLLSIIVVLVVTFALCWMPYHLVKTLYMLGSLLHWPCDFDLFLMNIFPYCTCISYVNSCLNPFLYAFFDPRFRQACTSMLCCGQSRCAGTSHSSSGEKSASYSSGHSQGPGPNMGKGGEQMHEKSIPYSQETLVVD
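Incubation: overnight seeding, 90 min compound at 25 °C, 1 h detection; test system: PathHunter CHO-K1 APJ (AGTRL-1) beta-arrestin reporter cells; amount: 1000 cells/well; doses: one dose, 20 µM compound, 1% DMSO; measured by: beta-gal luminescence; measure: agonist-driven arrestin binding to APJ; benchmarks: negative DMSO alone, positive Apelin-13 at 10 nM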
APJ antag = APJ receptor antagonism. P35414. CHO-K1 APJ beta-arrestin complementation, luminescence. inhibition, % at 20 µM. 0.32% of 330,000 active;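 active means inhibition above about 40% at 20 µM, limit read from the data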;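 further: cells challenged with 10 nM apelin-13 agonist together with compound; plate controls were apelin-13 plus DMSO wells for no effect and DMSO wells lacking apelin-13 for full effect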
TIM10 inh = TIM10 yeast growth inhibition. S. cerevisiae TIM10 strain growth, BacTiter-Glo luminescence, 24 h. inhibition, % at 10 µM. 1.4% of 330,000 active. AID 463195;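 active means inhibition of 40% or more at the single tested concentration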;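 further: wild-type TIM10 isogenic control strain grown at permissive 25 °C; 0% = DMSO yeast wells and 100% = minimal medium wells without yeast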
beta cell repl = MIN6 beta-cell proliferation induction. MIN6 cells proliferation, ATPlite luminescence, 48 h; cells starved in 0.2% serum; 100% = growth in 10% serum. AID 2380. proliferation, % at 10 µM. 0.29% of 330,000 active;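 active means compounds whose signal lies at least 3.5 SD above the mean of all wells on their plate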;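 further: 0% = DMSO-treated cells in low-serum medium and 100% = 10% serum control; some compounds called inactive have numbers as strong as hits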
MPTP block = inhibitors of mitochondrial permeability transition pore. isolated mouse mitochondria, Ca2+ swelling absorbance, 30 min. inhibition, % at 10 µM. 1.4% of 360,000 active. AID 602449;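 active means inhibition of 50% or more, scaled per plate between neutral and stimulator controls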;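 further: 0% = DMSO wells given calcium and 100% = 1 mM EGTA wells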
tim23-1 inh = inhibits growth of tim23-1 mutant yeast. AID 463212. S. cerevisiae tim23-1 growth, BacTiter-Glo luminescence, 24 h. inhibition, % at 20 µM. 1.3% of 330,000 active;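 active means growth inhibition of the mutant yeast at or above 50%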;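 further: temperature-sensitive mutant grown at 25 °C; plate controls were DMSO-treated mutant yeast for no effect and medium wells lacking yeast for full effect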
tim10-1 inh = growth inhibitors of tim10-1 mutant yeast; 2.2% of 330,000 active; inhibition, % at 20 µM; AID 463190; S. cerevisiae tim10-1 ts strain growth, BacTiter-Glo, 24 h;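 active means inhibition of at least 40%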;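 further: mutant grown at 25 °C; 0% = DMSO wells with yeast and 100% = wells holding no yeast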
NALP3 yeast inh = NALP3 inhibition in yeast. inhibition, % at 10 µM. 0.39% of 330,000 active. Yeast reconstituted NLRP3/ASC/caspase-1, beta-gal luminescence, 24 h;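 active means inhibition of 50% or more; inactive means inhibition below 50%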;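 further: plate controls were induced DMSO wells for no effect and uninduced yeast grown without galactose for full effect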
NR3A LBD binder = modulates the human NR3A ligand-binding domain. NR3A LBD differential scanning fluorimetry, Tm shift; 0% = protein alone, 100% = glycine-bound protein. Tm shift relative to glycine control, % at 25 µM. 2.5% of 340,000 active;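 active means melting temperature shift of at least 10% of the positive control shift, at one fixed dose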
Active calls of the source: *. The order is random; about 7.2% have a hit in one of these screens.

1: CC(=O)N1CCCc2cc(S(=O)(=O)Nc3cccc(C)c3C)ccc21
2: CCOc1ccccc1N1C(=O)CC(Sc2ncccc2C(=O)O)C1=O (stereo unspecified)
3: CCOC(=O)N1CCC(N(CCN(C)C)C(=S)Nc2cc(Cl)cc(Cl)c2)CC1
4: Cc1nc(-c2ccccc2)sc1-c1ccnn1C
5: O=C(C1CCCN(Cc2ccccc2C(F)(F)F)C1)N1CCCCC1 (stereo unspecified)
6: CC(=O)c1c(C)nc(C)nc1NC(=O)C(C)C
7: O=C(O)COc1ccccc1/C=N/Nc1ccc(S(=O)(=O)N2CCOCC2)cc1[N+](=O)[O-]
8: CCN(C(=O)CSc1nnc(-c2ccc(C)cc2)n1N)c1c(N)n(Cc2ccccc2)c(=O)[nH]c1=O
compound no.,1,2,3,4,5,6,7,8
TIM10 inh,6.8,7.8,10.8,22.9,-32.4,-7.9,19.9,-2.6
tim10-1 inh,5.1,6.6,24.1,11.0,14.2,10.2,21.4,-6.2
NR3A LBD binder,-1.6,0.4,-5.8,-0.9,-2.9,-13.7,1.2,-0.1
APJ ag,-1.0,0.5,-2.5,-4.8,-4.3,0.1,-0.6,3.6
tim23-1 inh,1.4,10.1,45.3,22.6,-5.0,2.9,15.4,0.0
MPTP block,-1.4,0.2,1.3,-0.6,0.5,-1.0,-3.8,-1.0
beta cell repl,-0.4,0.9,-5.5,-2.7,-0.8,-1.1,-4.2,0.4
NALP3 yeast inh,8.8,6.8,20.3,33.6,7.7,15.7,14.8,8.0
APJ antag,4.0,14.1,-1.1,13.1,-1.7,-2.8,18.7,13.5

9: COc1ccccc1-c1nc2cc(Cl)ccc2c(=O)n1O
10: Cn1c(NC(=O)c2ccc(S(=O)(=O)N3CCOCC3)cc2)cc(=O)n(C)c1=O
11: Cc1cc(OC(=O)c2cc(Br)ccc2Cl)c([N+](=O)[O-])c(=O)[nH]1
12: N/C(=N\OC(=O)c1ccccc1Cl)c1cccnc1
13: CC(=O)c1cc2c(cc1NS(=O)(=O)c1ccccc1)OCO2
14: O=C1CC2(CCN(C(=O)c3ccccc3F)CC2)Oc2ccccc21
15: CC(=O)NS(=O)(=O)c1ccc(NS(=O)(=O)c2ccc3ccccc3c2)cc1
16: Cc1ccc(-c2cc(C(=O)N3CCCCC3)c3ccccc3n2)cc1C
compound no.,9,10,11,12,13,14,15,16
TIM10 inh,9.7,-0.5,-2.3,13.0,-5.1,1.8,-25.4,4.7
tim10-1 inh,-15.3,-2.5,-20.9,10.3,16.0,9.6,2.6,29.7
NR3A LBD binder,-5.2,-0.6,-1.4,1.5,0.8,-0.9,-4.5,-2.1
APJ ag,-1.0,-3.4,-3.2,6.4,1.1,-5.1,-1.6,-1.6
tim23-1 inh,3.4,4.0,-17.8,15.3,6.9,16.3,-6.0,31.0
MPTP block,-0.8,-0.4,-0.4,-5.1,4.4,-0.3,1.6,-0.6
beta cell repl,-0.3,0.0,0.3,-2.9,0.1,1.6,-1.4,-6.6
NALP3 yeast inh,9.0,7.4,22.2,10.6,-7.6,14.3,20.1,16.0
APJ antag,-0.9,-5.9,-2.5,-50.3,6.1,-2.2,1.2,-16.9

Entries of single compounds, quoted from the list. Screens in order: TIM10 inh	tim10-1 inh	NR3A LBD binder	APJ ag	tim23-1 inh	MPTP block	beta cell repl	NALP3 yeast inh	APJ antag
O=C1CC2(CCN(C(=O)c3ccccc3F)CC2)Oc2ccccc21 reads 1.8	9.6	-0.9	-5.1	16.3	-0.3	1.6	14.3	-2.2
N/C(=N\OC(=O)c1ccccc1Cl)c1cccnc1 reads 13.0	10.3	1.5	6.4	15.3	-5.1	-2.9	10.6	-50.3
Cn1c(NC(=O)c2ccc(S(=O)(=O)N3CCOCC3)cc2)cc(=O)n(C)c1=O reads -0.5	-2.5	-0.6	-3.4	4.0	-0.4	0.0	7.4	-5.9

(next part)
17: COC(=O)c1c(NC(=O)CN2CCN(C(=O)c3ccco3)CC2)c2cc(C)ccc2n1C
18: O=C(CCCc1nc(-c2ccc(Cl)cc2)no1)NCC1CCCO1 (stereo unspecified)
19: CNc1nc(SC)nc2ccccc12
20: CSCC(C)N1CCC(n2nccc2NC(=O)CCOc2ccccc2)CC1 (stereo unspecified)
21: COc1ccc(S(=O)(=O)Nc2cc(C)ccn2)cc1OC
22: Nc1ccc(C(=O)OCC(=O)NC2CCCc3ccccc32)cc1[N+](=O)[O-] (stereo unspecified)
23: CCOC(=O)C1(C)NC(c2ccco2)C2C(=O)N(CC)C(=O)C21 (stereo unspecified)
24: COCCSc1nnc(NC(=O)Cc2ccccc2OC)s1
compound no.,17,18,19,20,21,22,23,24
TIM10 inh,-13.1,6.3,1.9,-4.2,6.2,3.0,0.9,20.8
tim10-1 inh,24.7,12.7,6.8,9.0,-0.5,26.3,3.1,26.7
NR3A LBD binder,0.5,-4.4,-6.1,-1.2,1.6,-4.3,-0.9,0.1
APJ ag,-0.6,1.3,-0.1,-4.3,-4.9,-1.9,-2.5,-1.9
tim23-1 inh,25.5,8.6,6.0,5.9,5.1,-13.2,11.9,21.2
MPTP block,-0.7,-1.6,1.5,0.5,1.4,0.1,-0.3,0.0
beta cell repl,0.6,-1.7,-1.5,2.9,-2.2,-1.2,0.0,-1.3
NALP3 yeast inh,11.1,7.9,11.3,21.8,14.7,18.3,4.0,14.1
APJ antag,-2.8,1.7,16.0,-5.0,-4.7,18.2,6.6,9.6

5 entries drawn at random from those above, as already listed:
13: CC(=O)c1cc2c(cc1NS(=O)(=O)c1ccccc1)OCO2
4: Cc1nc(-c2ccccc2)sc1-c1ccnn1C
11: Cc1cc(OC(=O)c2cc(Br)ccc2Cl)c([N+](=O)[O-])c(=O)[nH]1
5: O=C(C1CCCN(Cc2ccccc2C(F)(F)F)C1)N1CCCCC1 (stereo unspecified)
14: O=C1CC2(CCN(C(=O)c3ccccc3F)CC2)Oc2ccccc21
compound no.,13,4,11,5,14
TIM10 inh,-5.1,22.9,-2.3,-32.4,1.8
tim10-1 inh,16.0,11.0,-20.9,14.2,9.6
NR3A LBD binder,0.8,-0.9,-1.4,-2.9,-0.9
APJ ag,1.1,-4.8,-3.2,-4.3,-5.1
tim23-1 inh,6.9,22.6,-17.8,-5.0,16.3
MPTP block,4.4,-0.6,-0.4,0.5,-0.3
beta cell repl,0.1,-2.7,0.3,-0.8,1.6
NALP3 yeast inh,-7.6,33.6,22.2,7.7,14.3
APJ antag,6.1,13.1,-2.5,-1.7,-2.2

Additional records follow.
25: CCOC(=O)N1CCN(C(=O)c2ccc3c(SCC(=O)O)c4c(nc3c2)CCCC4)CC1
26: CC(=O)OCCOc1nc(N(C)C)nc(N(C)C)n1
27: CCOCCCNC(=O)c1cccs1
28: O=C1CCC(=O)N1c1ccccc1OS(=O)(=O)c1ccccc1
29: Cc1c(Cc2ccc3c(c2)OCO3)sc(NC(=O)c2ccccc2)c1C(N)=O
30: C/C(=N/NC(=O)c1cccc(N2CCCC2=O)c1)c1ccc(Br)cc1
31: Cc1cc(Oc2ccc(=O)[nH]n2)nc(Cl)n1
32: NC(=S)N/N=C/c1ccc(-c2cc(Cl)ccc2Cl)o1
compound no.,25,26,27,28,29,30,31,32
TIM10 inh,2.0,14.7,-0.1,4.5,-15.5,1.4,4.0,44.6*
tim10-1 inh,11.5,15.2,-0.5,-3.2,5.7,-7.8,9.1,43.7*
NR3A LBD binder,-6.7,-2.1,-0.2,-5.2,1.7,-0.2,-0.7,-26.4
APJ ag,-3.0,-2.4,-2.6,-0.8,-0.6,-0.7,-1.5,-6.8
tim23-1 inh,11.4,12.6,-8.5,6.1,7.0,1.1,4.4,54.4*
MPTP block,0.2,-1.3,-3.7,0.6,1.0,-2.8,-0.4,1.4
beta cell repl,-2.1,-1.1,-0.4,0.8,-2.2,0.0,-3.9,-4.2
NALP3 yeast inh,0.3,18.1,11.5,20.3,11.5,32.7,0.0,16.9
APJ antag,-2.8,-2.0,7.2,3.5,-3.2,26.4,-6.9,36.8

33: COC(=O)Cc1c(C)c2ccc(OCC(C)=O)c(C)c2oc1=O
34: CCO[C@H]1OC(C(=O)NCc2nc3ccccc3[nH]2)=C[C@@H](c2csc3ccccc23)[C@@H]1CCCO
35: Cc1c(CN2CCCC(C(=O)Nc3cccc(-n4cccn4)c3)C2)cnn1C (stereo unspecified)
36: CC(/C=N/NC(=O)Cc1cccn1C)=C\c1ccco1
37: COc1ccc(NC(=O)COC(=O)c2c(C)noc2C)c(OC)c1
38: CCOc1ccccc1N1CCN(c2nc(N)c(C#N)c(CC#N)c2C#N)CC1
39: O=C(Cn1nnc(-c2ccccc2)n1)NCc1ccccc1
40: COc1ccc(Nc2nnc(-c3ccccc3)c3ccccc23)cc1C(=O)N1CCCCC1
compound no.,33,34,35,36,37,38,39,40
TIM10 inh,4.8,8.0,-3.0,0.9,0.3,-1.3,1.2,17.8
tim10-1 inh,12.7,10.7,-18.4,11.1,0.3,27.6,-3.0,14.3
NR3A LBD binder,1.3,-7.1,1.8,1.4,-0.2,-6.5,1.3,-1.3
APJ ag,-1.9,8.7,0.0,-2.7,-3.0,-1.5,-6.9,-1.1
tim23-1 inh,7.2,12.3,4.9,15.2,4.7,16.2,-10.5,3.2
MPTP block,1.1,0.6,-1.0,0.7,0.1,-5.7,1.0,2.7
beta cell repl,-0.1,-5.1,-0.4,-4.5,-2.5,-4.3,-2.4,-0.4
NALP3 yeast inh,7.4,9.9,8.8,-0.1,10.2,26.9,21.1,16.6
APJ antag,8.5,14.2,6.4,14.0,6.4,-31.2,17.8,5.1

Look-ups from above:
In APJ antag, cpd 38 has the entry -31.2
In tim23-1 inh, cpd 33 has the entry 7.2
In beta cell repl, cpd 40 has the entry -0.4
In tim10-1 inh, cpd 37 has the entry 0.3

Remaining list, next part.
41: CN1C(C(=O)NCc2ccc(OC(F)(F)F)cc2)CC2Cn3c(nc4ccccc43)C21 (stereo unspecified)
42: N#C/C(=C(/O)COC(=O)CCC1CCCCC1)c1nc2ccccc2[nH]1
43: COCC(=O)Oc1c(S(=O)(=O)c2ccc(C)cc2)c(C)nn1C(C)(C)C
44: COCCCNc1c2c(nc3nnnn13)CCCC2
45: CCCOc1ccc(C2C(C(=O)c3ccc(C)o3)=C(O)C(=O)N2CCCn2ccnc2)cc1 (stereo unspecified)
46: O=C(CN1C(=O)c2ccccc2S1(=O)=O)Nc1ccon1
47: COc1ccc(-c2cc(OC)c3c(C)oc(C)c3c(=O)c2)cc1OC
48: COC(=O)c1[nH]c2ccc(F)cc2c1NC(=O)C1=COCCO1
49: O=C(COC(=O)c1ccc2[nH]c3c(c2c1)CCCC3)Nc1ccccc1Cl
compound no.,41,42,43,44,45,46,47,48,49
TIM10 inh,14.5,17.4,29.4,1.2,7.4,11.5,15.3,11.7,-16.1
tim10-1 inh,28.1,7.3,18.4,-6.0,6.1,12.3,24.7,14.5,6.7
NR3A LBD binder,-2.1,1.7,-0.3,2.1,-0.7,-0.6,-5.5,17.0*,12.6*
APJ ag,-2.0,0.0,-1.0,-3.5,-2.2,-4.1,4.7,-5.4,-0.1
tim23-1 inh,22.3,9.8,35.9,15.3,3.5,-7.0,23.3,14.9,-3.6
MPTP block,0.3,-0.8,2.0,-2.4,-5.7,-0.9,0.0,-1.4,-0.2
beta cell repl,1.7,0.0,-1.6,0.5,-0.2,-0.8,-3.7,-0.3,9.6*
NALP3 yeast inh,11.7,-6.7,21.5,-1.6,16.4,3.4,2.4,13.5,-1.4
APJ antag,14.5,21.2,2.9,3.0,-0.8,3.5,-11.4,13.3,-15.2

Source: PubChem (Sanford-Burnham Center for Chemical Genomics)
